Assay outcomes from PubChem BioAssay.
E coli Lon inh = inhibits E. coli Lon protease | AID 602123 | P0A9M0 | purified E. coli Lon protease, fluorescence polarization | 360,000 compounds, 0.42% hits | inhibition, % at 7.94 µM; in the data active = inhibition above about 13%, passing the limit was not always enough;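 also: 0% = enzyme with probe and DMSO and 100% = no enzyme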
Rpn11 block = blocks the human proteasome subunit Rpn11. human 26S proteasome, Ub4-pepOG fluorescence polarization; 20S core pre-blocked with epoxomicin. 360,000 compounds, 0.59% hits. calls only at 20 µM. O00487;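 active = inhibition at 20 µM, scaled to each plate's controls, above about 33%, limit read from the data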
Target sequence (O00487 whole entry, looked up): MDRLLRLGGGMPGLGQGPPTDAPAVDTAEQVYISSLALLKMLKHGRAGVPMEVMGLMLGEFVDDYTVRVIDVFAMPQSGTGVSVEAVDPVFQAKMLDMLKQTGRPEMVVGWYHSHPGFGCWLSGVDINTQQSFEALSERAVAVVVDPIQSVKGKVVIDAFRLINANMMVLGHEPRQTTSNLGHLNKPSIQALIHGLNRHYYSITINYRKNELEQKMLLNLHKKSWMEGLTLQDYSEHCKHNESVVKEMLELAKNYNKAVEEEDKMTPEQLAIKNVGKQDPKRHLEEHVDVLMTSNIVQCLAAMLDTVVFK
MT1-MMP act inh = inhibitors of human MT1-MMP activation | GFP/RFP ratio change, % at 20 µM | 360,000 compounds, 0.061% hits | HT1080 RFP-PRO-GFP cells, GFP/RFP ratio fluorescence, overnight; percent of plate control window, DMSO zero | P50281;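 active = GFP/RFP ratio change of at least 30% with cell ATP level not reduced by more than half and red fluorescence within 50% of control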; also: strong numbers were not always called active
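Assay system: HT1080 RFP-PRO-GFP cells | Dosing: 20 µM single dose, 1% DMSO | Incubation: Cells overnight before dosing, compound overnight, 37 °C, 5% CO2 | Evaluation: GFP/RFP fluorescence ratio | Control set: DMSO-only wells and HT1080 RFP-L50D-GFP cell wells as references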
bovine MsrA act = activates bovine MsrA enzyme | purified bovine MsrA, absorbance read-out | activation, % at 10.6 µM | 360,000 compounds, 0.3% hits; in the data active = activation above about 7.5%;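 also: 0% = vehicle and 100% = reference activator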
CSN deneddyl inh = CSN deneddylation inhibition; Purified CSN, SCF-Nedd8-OG deneddylation, fluorescence polarization; AID 651999; inhibition, % at 12.5 µM; 360,000 compounds, 0.38% hits; Q92905;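 active = pattern-corrected inhibition above about 35%, with an unprinted fluorescence ratio check between 0.5 and 1.5, limit read from the data, passing the limit was not always enough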;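 also: 0% = enzyme with substrate and 100% = substrate without enzyme; some results filed as inactive read as strong as hits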
Target sequence (Q92905 whole entry, looked up, one chain of several): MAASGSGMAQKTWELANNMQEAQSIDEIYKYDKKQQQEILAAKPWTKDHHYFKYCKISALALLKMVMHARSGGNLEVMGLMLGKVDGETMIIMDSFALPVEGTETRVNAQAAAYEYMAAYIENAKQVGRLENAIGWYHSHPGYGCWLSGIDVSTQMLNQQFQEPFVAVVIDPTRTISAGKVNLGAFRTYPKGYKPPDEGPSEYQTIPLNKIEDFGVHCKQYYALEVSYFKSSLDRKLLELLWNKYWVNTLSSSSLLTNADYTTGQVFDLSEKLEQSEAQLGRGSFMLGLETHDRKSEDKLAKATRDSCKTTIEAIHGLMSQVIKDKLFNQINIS
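Material: purified human Csn5 enzyme expressed in HEK293T cells / Medium: Tris buffer pH 7.5, NaCl, DTT, Tween-20, trehalose, ovalbumin / Compound dosing: 12.5 µM single point / Schedule: 90 min incubation of compound, enzyme and substrate at room temperature / Signal: fluorescence polarization of the substrate / Control set: no-enzyme wells high, enzyme-with-substrate wells low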
PABP1 MLLE inh = blocks PAM2 peptide binding to the PABP1 MLLE domain | P11940 | GST-MLLE / FITC-PAM2 fluorescence polarization | AID 588489 | inhibition, % at 20 µM | 360,000 compounds, 0.36% hits; in the data active = inhibition above about 35%, passing the limit was not always enough;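 also: plate controls were DMSO wells with GST-MLLE for no effect and wells lacking GST-MLLE protein for full effect; some results filed as inactive read as strong as hits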
FAS-TE inh = blocks the thioesterase domain of human fatty acid synthase; inhibition, % at 15 µM; P49327; 360,000 compounds, 0.67% hits; recombinant FAS-TE, OMFH fluorogenic substrate, fluorescence endpoint; AID 602261;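 active = compounds whose normalised, plate-corrected inhibition of enzyme fluorescence in the single-dose primary screen is 50% or more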;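 also: 0% = DMSO with enzyme and 100% = substrate without enzyme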
Rin1-Abl PPI inh = blocks binding of human Rin1 to Abl; 360,000 compounds, 0.4% hits; TR-FRET Rin1/Abl binding, biochemical; P00519+Q13671; inhibition, % at 7.35 µM; in the data active = inhibition above about 5%, passing the limit was not always enough
MsrA inh = inhibitors of bovine MsrA. purified bovine MsrA, absorbance read-out. inhibition, % at 15.5 µM. 360,000 compounds, 0.75% hits. AID 651718; in the data active = inhibition above about 4.5%;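 also: 0% = vehicle wells with enzyme and 100% = reference inhibitor wells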
The depositor's hits bear a star; i = inactive; . = no result given; + = active, no number.

SMILES | E coli Lon inh | Rpn11 block | MT1-MMP act inh | bovine MsrA act | CSN deneddyl inh | PABP1 MLLE inh | FAS-TE inh | Rin1-Abl PPI inh | MsrA inh
COCCN(C(=S)Nc1cc(C)cc(C)c1)C(C)c1ccco1 (stereo not given) | 3.7 | i | -5.6 | -0.1 | -0.4 | -74.1 | 17.2 | 1.4 | -0.3
CCOc1ccc2[nH]c(S(=O)(=O)CC)nc2c1Cl | 3.5 | i | -0.8 | -1.6 | 1.1 | 5.1 | -1.1 | -2.0 | -1.4
O=C(Oc1ccccc1N1C(=O)C2CC=CCC2C1=O)c1ccc(Br)cc1 (stereo not given) | -3.9 | i | 1.7 | 3.0 | 1.3 | -2.4 | 7.5 | -1.4 | -0.7
COC(=O)C1=CN(Cc2ccc(OC)cc2)C=C(C(=O)OC)C1c1cccs1 | -1.1 | i | -4.7 | -1.5 | -0.7 | 17.3 | 15.0 | -1.8 | -0.5
Cn1c(-c2ccsc2)c(-c2cccs2)c2cc(-c3cccc4[nH]ccc34)ccc21 | -11.1 | i | -6.9 | -5.0 | 4.3 | -4.0 | 28.6 | 3.1 | 4.4
Cc1c(C(=O)N2CCCCC2)c(S(=O)(=O)N2CCN(c3ccccc3F)CC2)c(C)n1C | 1.8 | i | -1.7 | -4.1 | -2.9 | 3.7 | -4.5 | 1.0 | 0.1
Cc1nnc(SCC(=O)NNC(=O)c2ccccc2)n1-c1ccccc1 | -6.2 | i | -6.6 | -1.4 | 2.9 | 6.2 | -11.4 | -4.5 | -0.3
O=C(CN1CCN(c2ccc(O)cc2)CC1)NC(c1ccccc1)c1ccccc1 | -0.7 | i | -1.4 | -13.5 | -3.4 | 0.9 | 4.6 | 5.0 | -1.3
COc1ccc(OCc2nnc(SCC(=O)Nc3ccccc3Cl)o2)cc1 | 4.8 | i | -4.0 | -2.5 | 0.5 | -13.9 | 4.8 | 0.7 | -1.2
COc1ccc([N+](=O)[O-])cc1NCC(=O)Nc1cccc(S(=O)(=O)N2CCCC2)c1 | -13.7 | i | 2.3 | -2.5 | -5.8 | 4.0 | 26.2 | 0.4 | 1.9
CCc1nnc(NC(=O)CSc2nnc(-c3ccc(S(=O)(=O)N4CCCC4)cc3)n2CC)s1 | -7.3 | i | -1.7 | -1.8 | 2.9 | -23.8 | -6.6 | -5.0 | 0.9
CCOCCCNC(=O)C(NC(=O)c1ccccc1O)c1ccccc1 (stereo not given) | 10.1 | i | 0.4 | -0.8 | 1.0 | -19.4 | -5.4 | 0.9 | 0.8
CCOc1ccc2c(c1)C(C)=CC(C)(C)N2C(=O)Nc1ccccc1F | 3.3 | i | -1.1 | -3.7 | 2.2 | 7.3 | -8.1 | 4.6 | -0.1
O=C(CSc1ccc(-c2ccco2)nn1)NCc1ccccc1Cl | 2.3 | i | -2.6 | -4.9 | 3.4 | 17.8 | 5.2 | -6.5 | 0.6
Nc1ccc(C(=O)N2N=C(c3ccc(F)cc3)CC2(O)C(F)(F)F)cc1 (stereo not given) | -12.7 | i | 0.0 | -6.0 | 2.0 | -11.9 | -0.2 | 1.1 | 1.0
O=C(CCCc1ccccn1)c1cccc2ccccc12 | -13.0 | i | -4.8 | -11.4 | 5.5 | -9.9 | 1.2 | 0.7 | 1.6
O=C1CSc2ccc(C(=O)N3CCCCC3)cc2N1 | -0.8 | i | 0.3 | 1.0 | 1.5 | 31.4 | -4.6 | -3.5 | -0.7
COc1ccc(Cl)cc1NC(=O)c1nnn(CC(=O)Nc2cc(C)cc(C)c2)c1N | -8.1 | i | 5.7 | 0.4 | -1.9 | -5.7 | -7.2 | 2.5 | 2.0
O=C1S/C(=C/c2ccccc2)C(=O)N1CC(O)Cn1c2ccccc2c2ccccc21 (stereo not given) | -5.7 | i | -1.4 | -2.0 | 3.0 | 1.4 | 23.0 | -2.6 | 4.0
COC(=O)CSc1nc2ccc(N)cc2s1 | -9.3 | i | -0.4 | -4.6 | -10.4 | 4.9 | -1.7 | 0.5 | 1.6
Cc1cccc(NC(=S)N(CCCN2CCOCC2)Cc2cn(C)c3ccccc23)c1 | 7.9 | i | 4.0 | -9.9 | -6.3 | -84.2 | 5.5 | -0.3 | 0.3
COc1ccc(C(=O)Nc2cccc(/C=C(\CCC(=O)O)c3nc4ccccc4s3)c2)cc1 | -13.4 | i | 9.6 | -5.2 | 9.9 | -24.5 | -0.2 | -4.1 | 4.4
O=S(=O)(NCc1cccnc1)c1ccc(Br)c2ccccc12 | 7.0 | i | 0.9 | -2.3 | 0.0 | 5.9 | -0.5 | -29.8 | -0.8
FC(F)(F)c1cc(Oc2ccc(Cl)cc2)nc(-c2ccccn2)n1 | 6.6 | i | 0.1 | -1.5 | -1.2 | -6.7 | 3.9 | -0.8 | 2.2
COc1ccc(CN2C(=O)C(CC(=O)NC3CC3)CC(C(=O)N3CCOCC3)=C2C)cc1 (stereo not given) | -1.1 | i | 6.0 | 0.9 | -5.0 | 9.5 | -9.4 | 1.8 | -0.9

One compound at a time, as listed above. Screens in order: E coli Lon inh, Rpn11 block, MT1-MMP act inh, bovine MsrA act, CSN deneddyl inh, PABP1 MLLE inh, FAS-TE inh, Rin1-Abl PPI inh, MsrA inh
`Cn1c(-c2ccsc2)c(-c2cccs2)c2cc(-c3cccc4[nH]ccc34)ccc21` in the list: -11.1, i, -6.9, -5.0, 4.3, -4.0, 28.6, 3.1, 4.4
`CCc1nnc(NC(=O)CSc2nnc(-c3ccc(S(=O)(=O)N4CCCC4)cc3)n2CC)s1` in the list: -7.3, i, -1.7, -1.8, 2.9, -23.8, -6.6, -5.0, 0.9

Further entries.
SMILES | E coli Lon inh | Rpn11 block | MT1-MMP act inh | bovine MsrA act | CSN deneddyl inh | PABP1 MLLE inh | FAS-TE inh | Rin1-Abl PPI inh | MsrA inh
Cc1nnc(NC(=O)c2ccncc2)s1 | 0.4 | i | -3.4 | -3.9 | -1.3 | 6.3 | -5.3 | -0.7 | 2.9
COc1nc(-c2ccc3c(c2)OCO3)n(-c2ccc(NC(=O)CSc3ccccc3)cc2)n1 | -2.1 | i | 3.6 | -3.1 | 2.3 | 8.4 | 16.9 | 1.7 | -0.9
CC1CCC2(CC1)NC(=O)N(CC(=O)Nc1cc(S(=O)(=O)N3CCCC3)ccc1Cl)C2=O (stereo not given) | -3.7 | i | 5.4 | -9.1 | 0.9 | 1.3 | 0.8 | -0.6 | -0.6
Cc1ccc(NC(=O)CCC(=O)NNC(=O)c2cccs2)cc1C | 0.2 | i | -0.1 | -2.3 | -0.2 | -10.3 | -5.1 | -2.1 | .
Fc1ccc(CN2CCN(C(=S)NCCc3ccccc3)CC2)c(Cl)c1 | -6.7 | i | 6.3 | -1.4 | 6.2 | -110.0 | 18.9 | 2.1 | 0.0
Cc1cnc(CN(C)C(=O)CC2C(=O)NCCN2Cc2cccc(F)c2F)[nH]1 (stereo not given) | 4.6 | i | 1.4 | -0.5 | 0.6 | -3.0 | -2.8 | -2.6 | 0.0
COc1cccc(/C=N/NC(=O)c2c(C)nc3ccc(Cl)cn23)c1O | -37.6 | + | -7.1 | -3.8 | 9.0 | -50.1 | 10.0 | -1.6 | 2.7
CC(C)c1ccc(-c2nnn(CCC#N)n2)cc1 | -10.4 | i | 4.3 | -3.3 | -4.9 | -1.9 | -5.7 | -1.4 | 0.5
O=C(Nc1ccccc1Cl)N1CCN(c2ccc3nncn3n2)CC1 | -4.9 | i | -1.5 | -3.3 | -2.5 | -7.2 | -2.3 | -0.5 | -1.1
O=C(COC(=O)c1cccc(S(=O)(=O)N2CCCCCC2)c1)NCc1ccc(Cl)cc1 | -4.7 | i | -7.7 | -12.5 | 5.1 | 8.2 | 6.3 | 3.2 | 1.8
Cc1nc(C)n(CCNS(=O)(=O)c2ccccc2)n1 | -0.4 | i | 3.6 | -2.4 | 4.8 | -8.9 | -1.4 | 1.1 | -0.6
Cc1cc(C)n2nc(C(=O)OCC(=O)c3cc(C)n(C)c3C)nc2n1 | -4.8 | i | 3.4 | -3.8 | 4.6 | 8.1 | -3.7 | 1.1 | 2.0
Cc1ccc(-c2ccc(CCC(=O)O)n2NC(=O)c2cccs2)cc1 | -2.5 | i | -5.7 | 0.3 | -1.4 | -1.4 | -4.1 | 3.1 | -0.1
COc1ccc(/C=C\c2onc(C)c2S(=O)(=O)N2CCC(C(=O)NCc3ccco3)CC2)cc1 | 4.5 | i | 3.4 | 4.1 | 2.6 | 3.0 | 18.4 | 1.3 | 1.9
CCOC(=O)/C(=N\Nc1cc(Cl)ccc1Cl)N1CCN(CC)CC1 | -7.9 | i | -3.9 | -0.8 | -4.0 | 5.6 | 6.0 | -1.1 | 0.5
Cc1cc2ccc(C)c(C)c2nc1SCC(=O)c1cccs1 | -14.7 | i | -15.6 | -3.1 | 3.2 | 3.5 | 28.1 | -8.2 | 0.7
Cc1ccc(S(=O)(=O)NCC(=O)NCC(=O)OCC(=O)NC(=O)NC(C)(C)C)cc1C | 0.4 | i | 1.0 | 1.1 | 10.4 | -22.1 | -0.7 | -0.9 | 0.8
COc1ccccc1CN(C)C(=O)C1(c2ccc(Cl)cc2)CC1 | -7.6 | i | 0.6 | -2.8 | -3.0 | -12.6 | 9.8 | 2.0 | -0.4
COc1ccc(C(=O)NCC(=O)OCC(=O)NC(=O)NC2CCCCC2)cc1OC | -0.8 | i | 2.7 | -1.5 | -1.1 | -8.3 | -1.5 | -1.8 | -1.0
COc1ccc(S(=O)(=O)NCC2CCCN(C(=O)c3ccco3)C2)cc1 (stereo not given) | 10.6 | i | 0.9 | -3.6 | 0.7 | 9.2 | -5.3 | 1.1 | 1.4
Cc1ccc(C)c(S(=O)(=O)N2CCN(C(=O)C3CCN(c4ncnc5sc(C)c(C)c45)CC3)CC2)c1 | -1.9 | i | -3.8 | -7.6 | -1.9 | 1.5 | 28.9 | 2.1 | -0.6
Cc1ccccc1S(=O)(=O)Cc1ccc(C(=O)NC2CCCCC2C)o1 (stereo not given) | -0.9 | i | -2.1 | -3.7 | -0.9 | -2.3 | 0.6 | -0.4 | -1.1
CCNC(=O)c1ccc(N(C)S(=O)(=O)c2cccs2)cc1 | 1.9 | i | 6.5 | -2.7 | -0.1 | -2.8 | -2.2 | 0.6 | -1.3
Cc1cc(Br)cc(Br)c1OCC(=O)NNC(=O)c1ccoc1C | 1.8 | i | 3.5 | -11.0 | 4.5 | 0.6 | 2.0 | 0.5 | 1.1
Cc1ccc2c(c1)nnn2C1CCN(C(=O)c2cccs2)CC1 | 10.6 | i | -1.8 | -5.7 | -0.9 | -4.9 | -6.2 | 2.5 | 0.4
CC(Oc1ccccc1C(N)=O)C(=O)Nc1ccc(S(=O)(=O)N2CCCC2)cc1 (stereo not given) | 8.9 | i | 0.3 | -1.2 | 7.0 | 14.2 | -4.4 | -4.6 | -1.6
Cc1cc(Cl)cc(Cl)c1OCCOCCN(C)C | 11.4 | i | -19.1 | -2.0 | -9.4 | -18.4 | -11.2 | -3.8 | 0.0
CC1CN(C(=O)c2cccc(S(=O)(=O)N3CCN(c4ccc(F)cc4)CC3)c2)CC(C)O1 (stereo not given) | -14.0 | i | -0.2 | -2.1 | 4.5 | 19.4 | 0.1 | -1.6 | 0.1
CCCCCCCNC(=O)C1(CC2CC(c3ccccc3)=NO2)CCN(C(=O)OC(C)(C)C)CC1 (stereo not given) | -9.7 | i | -9.8 | -1.1 | 1.8 | 1.2 | 14.4 | 1.8 | -0.9
COc1ccc(-c2nnc(NC(=O)CS(=O)(=O)c3ccc(F)cc3)o2)c(OC)c1 | -14.7 | i | -0.1 | -1.4 | 1.9 | 12.1 | -9.2 | -0.1 | 1.0

No enrichment for hits (roughly 3.7% active in at least one column).
